Tau fluor cs: counter-screen for tau fibril formation inhibitors; hit rate 0.93% among 280,000; Potency, µM (titrated, usually from 57.7 µM), for the others: at the highest dose activity change, negative = decrease; tau K18 P301L Alexa594 fluorescence, heparin fibrillization; note: % is set by controls: 0 for no effect and ±100 for the full control effect; nearly all actives have a fitted effect of over 55% in size
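Human tau K18 P301L (15 uM unlabeled, 0.24 uM Alexa 594-labeled) in 100 mM sodium acetate pH 7 with 20 uM heparin, 6 hr at 37 C. ThT 30 uM added, 1 hr ambient; Alexa 594 FP and total fluorescence read at 555/632 nm.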
GAA glycogen: inhibitors or activators of human alpha-glucosidase glycogen cleavage; P10253; recombinant GAA, glycogen substrate, Amplex Red glucose oxidase fluorescence; Potency, µM (series often up to 76.4 µM), inactives show at the highest dose activity change, negative = inhibition, hits mostly inhibitors; hit rate 0.38% among 300,000; AID 2100;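 note: 0% = full enzyme reaction and -100% = no-enzyme basal signal; the screen sought inhibitors and activators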
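Recombinant human enzyme (4 nM); glycogen substrate; 37 C, 40 min, pH 5.0. Readout: coupled glucose oxidase/Amplex Red fluorescence.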
Epigenetic reg: derepresses silenced GFP reporter in murine cells; murine LDR cells, GFP reporter derepression, 30 h; Potency, µM (series often up to 53.9 µM), for inactives: at the highest dose GFP activation, hits mostly activators; hit rate 0.2% among 280,000; note: % of control where 0% means no effect; nearly all actives have a fitted effect of over 60% in size
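Murine LDR cells bearing a silenced CMV-driven GFP reporter were exposed to compound for 30 h at 37 C. After PBS washes, GFP-positive cells (20-120 um objects) counted by laser-scanning microplate cytometry.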
* = called active by the depositor; u = inconclusive; x = no result given; & = joins results of further samples; [ ] = dose if it differs, or a comment. Calls come from the whole dose curve; as a rule, active = well fitted curve in the direction sought with a large enough effect; inconclusive = small, poorly fitted or top-dose-only effect, or another doubt; inactive = no such curve, though single readings can be large; an effect the other way counts as inactive or inconclusive. Potency is the fitted concentration of half-maximal effect.

Below each SMILES: Tau fluor cs | GAA glycogen | Epigenetic reg
1: Cc1ccc(CN(C(=O)COc2ccc([N+](=O)[O-])cc2)c2ccccn2)o1
 : -16% | 10%[76.3 µM] | -1.6%
2: O=C(CSc1cn(CC(=O)N2CCCCC2)c2ccccc12)Nc1ccccc1F
 : -8% | 17%[76.3 µM] | 4.0%
3: O=C(NCCC1=CCCCC1)C1CCN(C(=O)N2CCOc3ccc(Cl)cc32)CC1
 : 1% | -8%[76.3 µM] | 0.0%
4: COc1ccc(-c2nc(-c3ccccc3)c(-c3ccccc3)[nH]2)cc1Br
 : u | -7%[76.3 µM] | 1.0%
5: Cc1ccccc1Cn1c(CCCNC(=O)C2CCCCC2)nc2ccccc21
 : -8% | -1%[76.3 µM] | -4.1%
6: COc1ccc(OC)c(CCNC(=O)CCn2c(=O)c3cccn3c3cccnc32)c1
 : -6% | -7%[76.3 µM] | -0.6%
7: COc1ccc(Cl)cc1NC(=O)CCCN1C(=O)C(c2ccccc2)Oc2cccnc21 (centres undefined)
 : u | -15%[76.3 µM] | -1.3%
8: O=C(Nc1ccc(OC(F)(F)F)cc1)C1CCCN(S(=O)(=O)c2cccc3nonc23)C1 (centres undefined)
 : -27% | 4%[76.3 µM] | u
9: Cc1cc(NC(=O)N2CCC(CN3CCOCC3)CC2)ccc1Br
 : 4% | -4%[76.3 µM] | 3.7%
10: CSc1nc(-c2ccccc2Cl)nc2c1Cc1c(CO)cnc(C)c1O2
 : 3% | 12%[76.3 µM] | 4.2%
11: Cc1ccccc1-c1noc(-c2ccccc2OCC(=O)Nc2ccccc2[N+](=O)[O-])n1
 : u | -27%[76.3 µM] | -3.7%
12: Cc1ccc(S(=O)(=O)c2cn(Cc3ccc(F)cc3)c3cc(F)c(F)cc3c2=O)cc1
 : -5% | -12%[76.3 µM] | 1.3%
13: O=C(CCn1c(=O)c2cccn2c2cccnc21)N1CCN(c2ccc(F)cc2)CC1
 : -20% | -5%[76.3 µM] | 2.7%
14: Cc1cc(C(=O)N2CCN(c3cccc(Cl)c3)CC2)c2c(C)nn(-c3ccccc3Cl)c2n1
 : -16% | 6%[76.3 µM] | 1.1%
15: Cc1c2cnn(-c3ccccc3)c(=O)c2c(C)n1C(C)C(=O)Nc1ccc(Br)cc1F (centres undefined)
 : -7% | 13%[76.3 µM] | -3.9%

Laid out differently: results already given.
11) Cc1ccccc1-c1noc(-c2ccccc2OCC(=O)Nc2ccccc2[N+](=O)[O-])n1
  Tau fluor cs = u
  GAA glycogen = -27%[76.3 µM]
  Epigenetic reg = -3.7%
6) COc1ccc(OC)c(CCNC(=O)CCn2c(=O)c3cccn3c3cccnc32)c1
  Tau fluor cs = -6%
  GAA glycogen = -7%[76.3 µM]
  Epigenetic reg = -0.6%
10) CSc1nc(-c2ccccc2Cl)nc2c1Cc1c(CO)cnc(C)c1O2
  Tau fluor cs = 3%
  GAA glycogen = 12%[76.3 µM]
  Epigenetic reg = 4.2%
9) Cc1cc(NC(=O)N2CCC(CN3CCOCC3)CC2)ccc1Br
  Tau fluor cs = 4%
  GAA glycogen = -4%[76.3 µM]
  Epigenetic reg = 3.7%

(cont.)
Below each SMILES: Tau fluor cs | GAA glycogen | Epigenetic reg
16: CCCC(O)c1nc2ccccc2n1CCCCOc1ccc(OC)cc1 (centres undefined)
 : -17% | 13%[76.3 µM] | -3.3%
17: Cc1ccccc1NC(=O)CSc1nc2ccc(NC(=O)c3ccco3)cc2s1
 : u | -6%[76.3 µM] | -3.2%
18: Cc1ccc(OCC(=O)Nc2ccc3[nH]c(=O)sc3c2)cc1
 : -30% | 4%[76.3 µM] | 2.7%
19: COc1cc(Cl)c(C)cc1NC(=O)c1cc2c(=O)oc3ccccc3c2s1
 : -12% | -1%[76.3 µM] | 1.4%
20: CC(=O)N1c2ccc(S(=O)(=O)N(C)CC(=O)N(Cc3ccccc3)C(C)C)cc2CC1C (centres undefined)
 : -2% | 8%[76.3 µM] | 0.8%
21: CCCCN1C(=O)C(O)(c2c(C)[nH]c3ccccc23)c2ccccc21 (centres undefined)
 : -26% | -8%[76.3 µM] | -0.1%
22: Cc1cccc(/C=C(\C#N)c2nc3ccccc3c(=O)[nH]2)c1
 : -8% | 14%[76.3 µM] | -1.6%
23: COCCN1C(=O)c2[nH]nc(-c3ccccc3O)c2C1c1ccc(OCc2ccccc2)c(OC)c1 (centres undefined)
 : u | -13%[76.3 µM] | 0.0%
24: Cc1ccc(NC(=O)c2cc3c(=O)[nH]c4ccccc4c3n2C)cc1F
 : -12% | 17%[76.3 µM] | 2.3%
25: COc1ccc(NC(=O)c2nnn(-c3ccc(C(C)C)cc3)c2C)c(OC)c1
 : -13% | 10%[76.3 µM] | -3.4%
26: COc1cccc(CNC(=O)c2ccc(Cn3c(SCc4ccccc4)nc4cccnc43)cc2)c1
 : -30% | -9%[76.3 µM] | 0.2%
27: Cc1cc(C)c(NC(=O)COCc2cc(-c3cccs3)on2)c(C)c1
 : -14% | x | -0.4%
28: Cc1c(C)c2cc3c(c(C)c2oc1=O)OCN(CCc1ccc(F)cc1)C3
 : -10% | 7%[76.3 µM] | -1.9%
29: COc1ccc(Cl)cc1NC(=O)Cn1c(=O)n(Cc2ccco2)c(=O)c2ccc(C(=O)NC3CCCC3)cc21
 : -13% | -29%[76.3 µM] | 0.3%
30: Cc1ccc(C)c(N2CCN(CCCNC(=O)Cn3ncc4c([nH]c5ccccc54)c3=O)CC2)c1
 : -5% | 11%[76.3 µM] | -1.2%
31: CCOc1ccc(NC(=O)c2oc3ccccc3c2NC(=O)c2cc3ccccc3o2)cc1
 : u | 8%[76.3 µM] | 0.0%
32: Cc1cc(C)c(OCC(=O)N(Cc2ccco2)Cc2ccco2)c(C)c1
 : -6% | 10%[76.3 µM] | -2.0%
33: COC(=O)CN1C(C(=O)c2ccccc2)=C(OC(=O)c2ccc(F)cc2)c2ccccc2S1(=O)=O
 : -17% | -6%[76.3 µM] | -4.3%
34: CCc1ccc(NC(=O)C2CCN(C(=O)N3CC(CC)Oc4ccccc43)CC2)cc1 (centres undefined)
 : 16µM*[quencher] | -21%[76.3 µM] | 1.4%
35: COc1ccc(CNCCCSc2nnnn2-c2ccccc2)cc1
 : 8% | 12%[76.3 µM] | -3.2%
36: CCOc1cccc(C(=O)Nc2ccc(-c3nc4cc(C)cc(C)c4o3)cc2)c1
 : -22% | 0%[76.3 µM] | -1.9%
37: Cc1cc2[nH]c(=O)c(=O)[nH]c2cc1S(=O)(=O)Nc1cccc(C(F)(F)F)c1
 : 5% | -6%[76.3 µM] | -1.2%
38: COc1ccc(NC(=O)CC2C(=O)N(c3ccccc3)C(=O)N2CCC2=CCCCC2)cc1 (centres undefined)
 : u | 8%[76.3 µM] | -1.1%
39: Cc1ccc(-c2nc3ccccc3s2)cc1NC(=O)COc1ccccc1
 : -10% | 14%[76.3 µM] | 0.0%
40: Cc1nc2nc(NC(=O)c3ccc(F)cc3)[nH]n2c(=O)c1Cc1ccccc1
 : -13% | -13%[76.3 µM] | 0.4%
41: CCN(CC)CCOC(=O)c1ccc(NC(=O)CSc2cc(=O)n(CC)c3ccccc23)cc1
 : u | -1%[76.3 µM] | 1.9%
42: Cc1oc2ccc(O)c(CN3CCN(C)CC3)c2c1C(=O)Nc1ccccc1
 : 1% | 11%[76.3 µM] | -1.9%
43: O=C(CN1CCN(Cc2ccccc2Cl)C1=O)NCc1ccccc1Cl
 : -8% | -8%[76.3 µM] | 1.0%
44: Cc1c(NC(=O)C(C)(C)Oc2ccc(Cl)cc2)cccc1-c1nc2ncccc2o1
 : -14% | 12%[76.3 µM] | 1.0%
45: COc1ccc(Oc2nc3c(c(=O)n(Cc4ccc(Br)cc4)c(=O)n3C)n2C)cc1
 : -5% | -11%[76.3 µM] | 0.0%

Just Epigenetic reg (two entries from above):
item | Molecule | Epigenetic reg
33 | COC(=O)CN1C(C(=O)c2ccccc2)=C(OC(=O)c2ccc(F)cc2)c2ccccc2S1(=O)=O | -4.3%
38 | COc1ccc(NC(=O)CC2C(=O)N(c3ccccc3)C(=O)N2CCC2=CCCCC2)cc1 (centres undefined) | -1.1%

The listing continues:
Below each SMILES: Tau fluor cs | GAA glycogen | Epigenetic reg
46: O=c1c2oc3ccccc3c2n(Cc2ccccc2F)c(=O)n1Cc1ccc2c(c1)OCO2
 : -12% | -2%[76.3 µM] | 1.8%
47: NC(=O)c1ccccc1NC(=O)Cn1nc(Cc2cccnc2)c2ccccc2c1=O
 : -6% | -4%[76.3 µM] | 0.3%
48: CCc1ccc(-n2c(Cc3ccccc3)nnc2SCc2nc(-c3cccs3)no2)cc1
 : -22% | -7%[76.3 µM] | -1.9%
49: CCCN1C(=O)C(Cc2nc3ccccc3c(=O)n2-c2cccc(C)c2)c2ccccc21 (centres undefined)
 : -7% | -9%[76.3 µM] | -2.5%
50: CC(C)C(=O)Nc1ccc2nc(SCC(=O)N3CCc4ccccc43)sc2c1
 : -17% | -12%[76.3 µM] | -3.2%
51: CCC1(C)CC(=O)c2c(ccc3oc(C(=O)NCc4ccccc4)c(C)c23)O1 (centres undefined)
 : -19% | -14%[76.3 µM] | 6.5%
52: COc1cccc(C(=O)NC2(C(F)(F)F)C(=O)Nc3c2c(=O)[nH]c(=O)n3-c2ccc(C)cc2)c1 (centres undefined)
 : 0% | -1%[76.3 µM] | 0.0%
53: COC(=O)c1ccccc1NC(=O)C1CCN(C(=O)N2CC(C)Oc3ccccc32)CC1 (centres undefined)
 : -5% | -5%[76.3 µM] | 0.0%
54: CCCCN(CCCC)CCNC(=O)c1cn(C)c2ccc(S(=O)(=O)N3CCCC3)cc2c1=O
 : -1% | -10%[76.3 µM] | -6.2%
55: COc1cccc(-c2cc(C(=O)NCCc3ccc(OC)c(OC)c3)no2)c1
 : -10% | -4%[76.3 µM] | 0.0%
56: Cc1c(C(=O)Nc2ccc(F)c(Cl)c2)sc2nc3n(c(=O)c12)CCC3
 : -7% | 6%[76.3 µM] | 0.0%
57: COc1ccc(CNC(=O)c2cc3c(=O)[nH]c4ccccc4c3s2)cc1
 : -11% | 9%[76.3 µM] | u
58: Cc1noc(C)c1S(=O)(=O)Nc1ccc(C(=O)Nc2ccc(C(C)C)cc2)cc1
 : u | u | 1.4%
59: COc1ccc(NC(=O)Cn2ccn(-c3ccccc3)c(=O)c2=O)cc1
 : -14% | 12%[76.3 µM] | 1.4%
60: COc1cc(OC)c(NC(=O)Nc2nnc(N(C)C3CCCCC3)s2)cc1Cl
 : -12% | 11%[76.3 µM] | -3.9%

Further records:
| entry | SMILES | Tau fluor cs | GAA glycogen | Epigenetic reg |
| --- | --- | --- | --- | --- |
| 61 | COc1ccc(CNC(=O)CCCn2c(=O)c3cccn3c3cccnc32)cc1 | -24% | -14%[76.3 µM] | -3.3% |
| 62 | COc1ccc(-c2cc(C(F)(F)F)nc(SCC(=O)NCc3ccc(OC)c(OC)c3)n2)cc1 | 3% | -8%[76.3 µM] | -1.0% |
| 63 | COC(=O)c1ccccc1NC(=O)Cc1nc(-c2ccc(OC)cc2)no1 | -12% | 2%[76.3 µM] | -1.6% |
| 64 | Cc1cccc(CS(=O)(=O)c2ncc(Cl)c(C(=O)Nc3nnc(C(C)C)s3)n2)c1 | -19% | 14%[76.3 µM] | -2.6% |
| 65 | CCOc1ccc(NC(=O)Cn2nnc(C(=O)NCCc3ccccc3)c2N)cc1 | 4% | 11%[76.3 µM] | 4.8% |
| 66 | O=C(Cc1ccc(Cl)cc1)Nc1ccc2oc(-c3ccc(F)cc3)nc2c1 | 3% | 13%[76.3 µM] | -1.6% |
| 67 | CCCCN(CCCC)CCNC(=O)Cn1nc(C)n2c(cc3sccc32)c1=O | -6% | 11%[76.3 µM] | 0.8% |
| 68 | COc1cc(-c2noc(-c3ccc(N(C)C)c([N+](=O)[O-])c3)n2)cc(OC)c1OC | -30% | -7%[76.3 µM] | -3.3% |
| 69 | CCC1CN(C(=O)N2CCC(C(=O)NCc3cccc(OC)c3OC)CC2)c2cc(C)ccc2O1 (centres undefined) | -12% | -17%&-11%[76.3 µM] | 5.6% |
| 70 | COc1cccc(CNC(=O)Cc2c(C)c3c(cc(C)c4c(C)c(C)oc43)oc2=O)c1 | 2% | 8%[76.3 µM] | 12% |
| 71 | Cc1cccc(C)c1Nc1c(-c2ccccn2)nc2c(C)cccn12 | -22% | u | 1.0% |
| 72 | CC(C)CN(CCCNC(=O)c1cc(-c2ccc(Br)s2)nc2ccccc12)CC(C)C | 0% | -7%[76.3 µM] | -0.1% |
| 73 | COc1ccc(-c2[nH]ncc2C(=O)NCc2ccccc2C)cc1 | -28% | 11%[76.3 µM] | 0.8% |
| 74 | COc1ccc(Nc2ncnc3onc(-c4ccc(Cl)cc4)c23)cc1Cl | -30% | -14%[76.3 µM] | 3.2% |
| 75 | Cc1ccccc1Cn1nnc2c(=O)[nH]c(C3CCN(C(=O)c4ccccc4)CC3)nc21 | 1% | -13%[76.3 µM] | 0.0% |
| 76 | COc1ccc(OC)c(C2CC(=O)c3c([nH]c(C(=O)OCC4CCCCC4)c3C)C2)c1 (centres undefined) | -23% | -1%[76.3 µM] | 0.0% |

Only part of the results is shown; rates above refer to the full screens.
